Assay outcomes: PubChem BioAssay, University of Kansas High Throughput Screening Laboratory
mHTT-CaM PPI inh: mHTT-calmodulin interaction abrogation. 190,000 tested, 3.6% active. P42858. AID 1671202. inhibition, % at 15 µM. AlphaScreen His-mHTT/GST-CaM binding, luminescence;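 note: 0% = both proteins with DMSO and 100% = one protein alone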
Pf apPOL block: Pf-apPOL DNA polymerase inhibition; Recombinant Pf-apPOL, molecular beacon fluorescence, 1.5 h; inhibition, % at 10 µM; 210,000 tested, 0.25% active
Active calls of the source: *; i = inactive; / = not tested or not shown; & = joins results of further samples. Cut-off read from the data, not from the text of the source: active = inhibition above about 50%; inactive = the rest. Only part of the results is shown; rates above refer to the full screens.

SMILES	mHTT-CaM PPI inh	Pf apPOL block
CCC(CC)C(=O)Nc1ccc(C)cc1	-5	3
COc1ccc(S(=O)(=O)N2CCC(Cc3ccccc3)CC2)cc1OC	/	-8&-4
CCCN(CCC)C(=O)c1c[nH]c2ccc(S(=O)(=O)N(C)c3cc(C)ccc3C)cc2c1=O	27	-4
CCc1nccn1Cc1noc(-c2ccccc2Cl)n1	-29	1
CC(C)Oc1ccc(CSc2ncn[nH]2)cc1	-10	-1
NS(=O)(=O)c1cccc(S(=O)(=O)c2ccccc2)c1	-1	-8
O=Cc1ccc(OCc2ccc(C(=O)O)cc2)c(I)c1	2	-10
CCN1CCN(C(=O)CC2Sc3ncccc3N(C)C2=O)CC1 (centres undefined)	-8	-3
COc1cccc(CNC(=O)N2CCC(c3nc(C(=O)N4CCOCC4)c(C)o3)CC2)c1	0	3
COc1ccccc1CC(=O)Nc1ccc(-c2nnc3n2CCCCC3)cc1	4	-2
CN(CC12CC3CC(CC(C3)C1)C2)S(=O)(=O)c1ccc2sc(=O)[nH]c2c1	7	/
CCOc1ccc(-c2[nH]ncc2Oc2ccccc2)c(O)c1	39	-4

Five consecutive entries out of the list so far, quoted:
SMILES	mHTT-CaM PPI inh	Pf apPOL block
CCCN(CCC)C(=O)c1c[nH]c2ccc(S(=O)(=O)N(C)c3cc(C)ccc3C)cc2c1=O	27	-4
CCc1nccn1Cc1noc(-c2ccccc2Cl)n1	-29	1
CC(C)Oc1ccc(CSc2ncn[nH]2)cc1	-10	-1
NS(=O)(=O)c1cccc(S(=O)(=O)c2ccccc2)c1	-1	-8
O=Cc1ccc(OCc2ccc(C(=O)O)cc2)c(I)c1	2	-10

Continued.
SMILES	mHTT-CaM PPI inh	Pf apPOL block
Cc1ccc(Nc2ncnc3c2cnn3Cc2ccccc2)cc1	-6	-2
Cc1cc2nc(C(=O)Nc3cc(F)cc(F)c3)cc(C)n2n1	-2	-5
O=C(O)c1ccc([N+](=O)[O-])c2c1NC(c1ccc([N+](=O)[O-])cc1)C1CC=CC21 (centres undefined)	37	-2
COc1ccc(-c2[nH]nc3c2C2(C(=O)N(CC(=O)O)c4ccccc42)C(C#N)=C(N)O3)cc1 (centres undefined)	0	72*
Cc1cc(C)c(NC(=O)Nc2ccc(Cl)c(Cl)c2)c(Cl)n1	-16	-3
Cc1c(N2C(=O)CSC2c2ccc([N+](=O)[O-])cc2)c(=O)n(-c2ccccc2)n1C (centres undefined)	-1	-5
COc1ccc(NC(=O)C2CCN(c3nnc(-c4ccc(C)cc4)o3)CC2)cc1OC	-4	-4
COc1ccccc1NC(=O)Nc1cccnc1	1	-8
CCc1ccc(C2C(C#N)=C(N)N(c3cc([N+](=O)[O-])ccc3C)C3=C2C(=O)CCC3)s1 (centres undefined)	29	-1
CCCCNc1ncnc(N)c1[N+](=O)[O-]	5	0
COc1ccc(S(=O)(=O)NCc2cccnc2)cc1Br	0	-3
CCC(=O)NCc1nc2c(n1C)CN(S(=O)(=O)c1ccc(Cl)cc1)CC2	13	-3
CN1CCN(C(=O)C(=O)N2CCN(C)CC2)CC1	-2	/
O=C(c1ccco1)N1CCN(c2nc(C3CC3)nc3c2CCC3)CC1	4	1
O=C(NCc1ccc2c(c1)OCO2)c1cc2cc(Cl)ccc2[nH]1	/	-1
Cc1ccc(OCC(=O)Nc2cc(-c3nc4ncccc4o3)ccc2Cl)cc1	-1	-11
Cc1cc(NC(=O)Nc2ccc(Cl)c(Cl)c2)no1	-8	5
CC(C)[C@@H](CO)NS(=O)(=O)c1ccc(Br)cc1F	-6	-6
CCCCOc1ccc(C2=N/C(=C\c3ccccc3F)C(=O)O2)cc1	-1	-2
O=C(Nc1ccc(Cl)c(Cl)c1)c1cnccn1	18	-6
COc1c(C(=O)N2CCOCC2)sc2ccc(F)cc12	-5	-1
CN1C(=O)CC(C(=O)O)SC1=Nc1cc(Cl)cc(Cl)c1 (centres undefined)	-6	-1
CN(C)C(=O)c1cc2c(s1)CCC(C(=O)Nc1ccc3c(c1)CCC3)C2 (centres undefined)	-2	1
Cc1cccc(C(=O)N2CCC(C(=O)NCCc3csc(C)n3)CC2)c1	-6	-2
O=C(NCC1CC1)C1CCN(c2ccccc2-n2cccc2)C1=O (centres undefined)	0	-3
Cc1cc2nc(Cc3cc(Br)ccc3F)c(=O)[nH]c2cc1C	-4	-10
COc1ccc(NC(=O)c2csc(-c3ccc(C)n3C)n2)cc1	62*	-3
Cc1cccc(C)c1NC(=O)CSc1nc2ccc([N+](=O)[O-])cc2s1	-2	-4
O=C(Nc1cccc(F)c1)C1CCC(CNS(=O)(=O)c2ccc(Br)s2)CC1 (centres undefined)	-1	-2
COc1ccc(NC(=O)N2CCC(c3nc(C(=O)N4CCCC4)c(C)o3)CC2)cc1	-7	-6
O=C(O)COc1ccc(NS(=O)(=O)c2ccc([N+](=O)[O-])cc2)cc1	4	-1
CCc1ccc(S(=O)(=O)N2CCC(CN3CCCC(C)C3)CC2)cc1 (centres undefined)	-5	-4
Cn1nc(COCc2ccc(Cl)cc2)c2c1CCN(C(=O)CCc1ccccc1)C2	19	-7
Cc1ccc(C2=N/C(=C\c3cccc(Cl)c3)C(=O)O2)cc1C	3	-4
O=S(=O)(c1ccc2c(c1)CCCC2)N1CCN(c2ccc(-c3ccco3)nn2)CC1	29	6
CCOc1ccccc1NC(=O)c1ccc(OC)c(OC)c1	3	4

By substructure: the entries above containing a thiophene ring, fused or not.
SMILES	mHTT-CaM PPI inh	Pf apPOL block
CCc1ccc(C2C(C#N)=C(N)N(c3cc([N+](=O)[O-])ccc3C)C3=C2C(=O)CCC3)s1 (centres undefined)	29	-1
COc1c(C(=O)N2CCOCC2)sc2ccc(F)cc12	-5	-1
CN(C)C(=O)c1cc2c(s1)CCC(C(=O)Nc1ccc3c(c1)CCC3)C2 (centres undefined)	-2	1
O=C(Nc1cccc(F)c1)C1CCC(CNS(=O)(=O)c2ccc(Br)s2)CC1 (centres undefined)	-1	-2

Entries of single compounds, quoted from the list. Order of screens: mHTT-CaM PPI inh	Pf apPOL block
Results for O=S(=O)(c1ccc2c(c1)CCCC2)N1CCN(c2ccc(-c3ccco3)nn2)CC1 → 29	6
Results for CCc1ccc(S(=O)(=O)N2CCC(CN3CCCC(C)C3)CC2)cc1 (centres undefined) → -5	-4
Results for Cc1ccc(C2=N/C(=C\c3cccc(Cl)c3)C(=O)O2)cc1C → 3	-4

(further entries)
SMILES	mHTT-CaM PPI inh	Pf apPOL block
CCOC(=O)C1C(=O)C=C(c2cccc(OC)c2)CC1c1ccc(C(C)C)cc1 (centres undefined)	-26	-1
O=C(Cc1ccc(Br)cc1)Nc1nnc(C2CCCCC2)s1	2	-5
O=C(Cn1cnc2c(-c3ccc(F)cc3)csc2c1=O)NCc1ccccc1	-9	-2
O=C(Nc1ccccc1)O/N=C/c1ccc([N+](=O)[O-])cc1	i	-2
CN(C)C=C(C#N)C(=O)C1CC1	/	-23
CC(C)C[C@@H](COCc1cccc(C(F)(F)F)c1)N1CCN(C(=O)c2ccc(C(F)(F)F)cc2)CCC1=O	89*	0
COc1ccccc1NC(=O)c1cc(S(=O)(=O)NCc2ccco2)ccc1F	8	-5
C=CCOc1ccc(C2CC(=O)Nc3n[nH]c(-c4ccc(Cl)cc4)c32)cc1OC (centres undefined)	20	-1
COc1ccc(OCC(=O)Nc2cc(-c3nn(C)c(=O)c4ccccc34)ccc2OC)cc1	12	0
O=S(=O)(c1cccs1)N1CCC(n2c(-c3ccco3)nc3cccnc32)C1 (centres undefined)	11	6
C[C@H]1[C@@H](c2ccccc2)Oc2c(Cl)cccc2S(=O)(=O)N1Cc1ccc(F)cc1	40	-1
O=C1NC(=O)C(=Cc2ccc(-c3ccc(Cl)cc3C(=O)O)o2)C(=O)N1	1	2
O=c1cccc(-c2ccc(Br)cc2)o1	5	-2
O=C(CCC1CCCC1)N1CCC(COc2ccccc2C(=O)N2CCOCC2)CC1	12	1
CCC(CC)C(=O)Nc1c2c(nn1-c1ccc(C)cc1)CS(=O)(=O)C2	-2	-6
N#CC1=CN(c2ccc(Br)cc2)c2ccc(F)cc2S1(=O)=O	-5	2
Cc1ccc(CC2C(=O)N(c3cc(Cl)ccn3)C(=O)C2C)cc1 (centres undefined)	-10	13
COc1ccc(-n2ncc3c(N4CCC5(CC4)OCCO5)ncnc32)cc1	11	0
Cc1cccc(NC(=O)Cc2nc(-c3ccccn3)n[nH]2)c1C	99*	-8
COCc1nc2c(c(=O)[nH]1)C1(CCCCC1)Cc1ccccc1-2	-6	-8
CCC(Sc1nnc2c3ccccc3n(CC)c2n1)C(=O)Nc1ccccc1OC (centres undefined)	2	3
O=[N+]([O-])c1cccc(S(=O)(=O)Nc2cccc(I)c2)c1	5	-4
COc1cc([N+](=O)[O-])ccc1NC(=O)c1ccc(C(C)C)cc1	1	-6
NC(=O)C1CCCN(CC2CC=CCC2)C1 (centres undefined)	-9	-2
O=C(Nc1ccc(F)c(Cl)c1)c1cc2ccccc2oc1=O	2	0
Cc1ccc(CNC(=O)c2ccc3c(c2)nc2n3CCC(C)C2)cc1 (centres undefined)	4	1
O=C1C(=Cc2cccnc2)Oc2c1ccc1c2CN(c2ccccc2F)CO1	6	0
COc1ccc(-n2nc(NC(=O)COc3ccccc3)cc2C)cc1	-2	-6
CC1(C(=O)NCc2ccc(F)cc2)CCCN(C(=O)Nc2ccc(Cl)cc2)C1 (centres undefined)	0	-4
CCCCCC(=O)N1C[C@@H](O)[C@H](n2cc(C3CC3)nn2)C[C@@H]1c1ccccc1	1	-4
N#CC(=C(O)c1ccco1)c1nc2ccccc2[nH]1	-2	0
O=C(NCCN1CCCCC1)c1cccc(N2CCNC(c3ccccc3)C2)n1 (centres undefined)	10	-25
N=c1c(C(=O)NCCc2ccccc2)cc2c(=O)n3ccccc3nc2n1CCc1ccccc1	23	-11
CCC(CC)C(=O)N1CCCC(COc2ccc(C(=O)N3CCOCC3)cc2)C1 (centres undefined)	5	-1
Cc1ccc(C(=O)N2CCN(Cc3noc4ccccc34)CC2)cc1	3	-3
CN1OCC(S(=O)(=O)NCc2cccc(C(F)(F)F)c2)C1c1cccc(F)c1 (centres undefined)	-17	-2
CCc1nnc2n1CCN(Cc1csc3c1CCCC3)C2	7	-4
Cc1ccc(NC(=O)CSCc2ccc(Cl)cc2)c(C)c1	-6	-5
CC1CCCCC1NC(=O)C(C)C1Sc2ccccc2NC1=O (centres undefined)	0	-13
CNc1sc2c(O)cc(=O)[nH]c2c1C#N	1	/
Cc1c(Cl)cccc1NC(=O)C1CCN(c2cc(-n3ccnc3C)ncn2)CC1	-5	-5
COc1ccc(-n2nc3c(c2NC(=O)c2cc(C)cc(C)c2)CS(=O)(=O)C3)cc1	36	-4
O=C(CN1C(=O)c2ccccc2C1=O)Nc1ccc(Cl)cc1	0	-3
O=c1oc(-c2cccc([N+](=O)[O-])c2)nc2ccc(Br)cc12	0	0
COCCn1c(C2CCN(C(=O)Cc3cccs3)C2)nc2cccnc21 (centres undefined)	3	-5
CS(=O)(=O)N(CC(=O)Nc1ccccc1C(=O)N1CCCC1)c1cccc(Cl)c1Cl	-2	-1
CNC(=O)CSc1nnc(N2CCN(C(=O)c3cc(-c4ccccc4)on3)CC2)s1	-10	-7
COc1ccc(NC(=O)CSc2ccc3ccccc3n2)cc1	3	-4
Cc1nnc(SCc2nc(N)nc(N3CCOCC3)n2)s1	0	/
CCN(CC)C(=O)CC[C@H]1CC[C@]2(CCCN(Cc3ccc(OC)cc3)C2)O1	-19	-4
O=C(Nc1ncc(S(=O)(=O)c2ccc([N+](=O)[O-])cc2)s1)c1ccc(Cl)cc1	8	-4
C=CCc1ccccc1OCc1nnc(N)s1	6	-12
COc1cc(CN2CCCC2c2cc(C)on2)ccc1OCC(C)C (centres undefined)	-9	1
CC(=O)N1CCC(n2c(C)nc(C(=O)NCc3ccccc3)c2C)CC1	-2	-5
COc1ccccc1/C=C1\N=C(c2cc([N+](=O)[O-])ccc2Cl)OC1=O	-1	3
O=C1OC(Nc2cccc(Cl)c2)c2ccccc21 (centres undefined)	-1	0
COc1ccc(NC(=O)/C(=C/c2ccco2)NC(=O)c2ccc(Br)o2)cc1	20	-4
CC(Cn1nc(-c2cccs2)ccc1=O)C(=O)Nc1nc2ccccc2s1 (centres undefined)	5	-8
CSC(=NCCC1CC1(Cl)Cl)NC#N (centres undefined)	/	2
CCOC(=O)c1ccc(NC(=O)c2ccccc2NC(=O)c2ccccc2)cc1	/	-7&-3
The list goes on:
SMILES	mHTT-CaM PPI inh	Pf apPOL block
COC(=O)c1ccc(C#Cc2ccccc2)o1	/	-5&-8
Cc1ccc(CNC(=O)CC2CCN(C(=O)c3ccccc3)CC2)cc1	-9	-4
COc1ccc(-c2nc(-c3ccccc3Cl)no2)cc1OC	-6	-6
C#CC1(O)CC(C)(C)NC(C)(C)C1	-3	0
Cc1nc(Cn2cccc2C(=O)Nc2ccc(C)c(C)c2)no1	-10	-1
COc1ccc(OC)c(S(=O)(=O)Nc2ccc(C)c(Cl)c2)c1	1	-11
COc1ccccc1N1CCN(CCNC(=O)Nc2ccccc2C)CC1	-4	-3
CC1CCCC(NC(=O)C2CCN(S(=O)(=O)N3CCCC3)CC2)C1C (centres undefined)	-5	-13
CS(=O)(=O)N1CC(C(=O)Nc2ccc(F)c(F)c2)C2(CCCCC2)C1 (centres undefined)	25	-2
CCCc1cc(C2CCCN2C(=O)c2cc(-c3ccc4c(c3)OCO4)on2)no1 (centres undefined)	-8	5
Cc1ccc(N2C=C(C#N)S(=O)(=O)c3ccc(F)cc32)c(C)c1	-4	0
CCN(CC)C(=O)C1CCCN(Cc2cc(I)c(O)c(OC)c2)C1 (centres undefined)	-1	0
COCCCNC(=S)NNC(=S)NCCCOC	/	5
c1ccc(-n2c(SCc3ccccn3)nnc2-c2cccnc2)cc1	-2	2
COc1ccccc1NC(=O)Nc1ncccc1C	-5	-4
